STEP block = STEP phosphatase inhibitors, primary screen, biochemical, fluorescence intensity, uHTS; Tyrosine-protein phosphatase non-receptor type 5 (Homo sapiens), P54829; recombinant STEP, OMFP fluorogenic substrate; inhibition, % at 20 µM; hit rate 0.25% among 360,000; AID 588621, 2011;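 active means inhibition at 20 µM, scaled per plate between control wells, above about 37%, limit read from the data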;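 further: 0% = DMSO with enzyme and substrate and 100% = substrate only without enzyme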
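Material: STEP (striatal-enriched tyrosine phosphatase) enzyme, cell-free | Medium: 50 mM Bis-Tris pH 6.0 with 2.5 mM DTT and 0.005% Tween 20 | Read-out: Percent inhibition scaled to no-enzyme and uninhibited-enzyme controls, plate-pattern corrected | Signal: Fluorescence read at 480 nm ex / 540 nm em | Times: 20 min reaction, room temperature, in the dark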
TbMetRS inhib = T. brucei MetRS inhibitors, primary screen, biochemical, luminescence | hit rate 0.4% among 360,000 | methionyl-tRNA synthetase (Trypanosoma brucei brucei) | AID 624268, 2012 | purified T. brucei MetRS, ATP depletion, Kinase-Glo luminescence | inhibition, % at 11.9 µM;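 active means inhibition above a per-plate cutoff of the control wells' mean inhibition plus 3 SD, cut at about 5.5% in these data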;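 further: 0% = DMSO wells median and 100% = median of wells with control inhibitor compound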
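Material: parasite MetRS enzyme / Replication: singlicate, one well per compound / Signal: luminescence of leftover ATP / Schedule: 2 h aminoacylation at 25 °C after 15 min preincubation / Medium: HEPES-MgCl2-KCl buffer plus DTT, spermine, BSA, pyrophosphatase / Doses: 11.9 µM single point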
DNMT1 inh = human DNMT1 methyltransferase inhibitors, primary screen, biochemical, molecular beacon, fluorescence, HinP1I cleavage, uHTS | DNA (cytosine-5)-methyltransferase 1 (Homo sapiens), P26358 | inhibition (reported as % activation of signal), % at 10 µM | hit rate 0.83% among 360,000; in the data active means inhibition above about 50%
Target sequence (P26358 504-1616 limits assumed): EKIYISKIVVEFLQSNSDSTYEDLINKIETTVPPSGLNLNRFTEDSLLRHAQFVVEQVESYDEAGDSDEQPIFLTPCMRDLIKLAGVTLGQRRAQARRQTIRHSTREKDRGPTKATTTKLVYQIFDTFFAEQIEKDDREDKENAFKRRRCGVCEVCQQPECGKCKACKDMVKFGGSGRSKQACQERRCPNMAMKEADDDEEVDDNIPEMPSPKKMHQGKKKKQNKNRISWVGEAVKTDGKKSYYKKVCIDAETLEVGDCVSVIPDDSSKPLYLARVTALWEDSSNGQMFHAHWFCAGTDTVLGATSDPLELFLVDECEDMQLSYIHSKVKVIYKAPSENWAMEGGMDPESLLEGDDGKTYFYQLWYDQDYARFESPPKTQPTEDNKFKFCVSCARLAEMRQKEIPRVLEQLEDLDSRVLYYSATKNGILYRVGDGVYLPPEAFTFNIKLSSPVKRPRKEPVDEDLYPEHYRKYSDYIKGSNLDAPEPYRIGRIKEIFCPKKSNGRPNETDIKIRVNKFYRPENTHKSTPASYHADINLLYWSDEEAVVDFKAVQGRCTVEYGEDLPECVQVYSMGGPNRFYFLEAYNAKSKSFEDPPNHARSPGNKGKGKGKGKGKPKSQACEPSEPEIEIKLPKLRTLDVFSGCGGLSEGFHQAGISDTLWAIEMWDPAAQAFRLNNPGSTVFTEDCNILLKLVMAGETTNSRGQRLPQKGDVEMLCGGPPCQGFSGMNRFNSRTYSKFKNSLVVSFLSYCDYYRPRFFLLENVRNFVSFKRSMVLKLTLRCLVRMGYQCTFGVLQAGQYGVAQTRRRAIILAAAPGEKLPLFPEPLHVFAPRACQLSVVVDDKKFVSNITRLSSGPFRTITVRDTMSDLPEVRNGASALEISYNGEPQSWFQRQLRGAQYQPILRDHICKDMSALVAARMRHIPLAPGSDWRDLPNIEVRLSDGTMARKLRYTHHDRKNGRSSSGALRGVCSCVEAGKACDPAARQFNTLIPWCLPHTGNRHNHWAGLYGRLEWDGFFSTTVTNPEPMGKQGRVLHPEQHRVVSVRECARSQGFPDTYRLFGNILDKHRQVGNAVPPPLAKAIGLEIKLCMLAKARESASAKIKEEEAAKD
NadD inh = inhibitors of S. aureus NadD, primary screen, biochemical, colorimetric, uHTS; purified NadD enzyme, colorimetric absorbance read-out; inhibition, % at 20 µM; hit rate 0.78% among 360,000; in the data active means inhibition above about 26%; further: some compounds past the cut are filed as inactive
SUMO1 PPI mod = modulators of SUMO1 protein-protein interactions, primary screen, biochemical, uHTS; Small ubiquitin-related modifier 1 (Homo sapiens), P63165; SUMO1 binding to a labelled peptide, TR-FRET, 1 h; inhibition, % at 20 µM; hit rate 0.33% among 360,000; AID 602429, 2012; in the data active means inhibition above about 37%
LMPTP block = LMPTP phosphatase inhibitors, primary screen, biochemical, fluorescence intensity, uHTS | Low molecular weight phosphotyrosine protein phosphatase (Homo sapiens), P24666 | recombinant LMPTP-A, OMFP fluorogenic substrate | inhibition, % at 20 µM | hit rate 0.22% among 360,000;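 active means compounds that cut the enzyme signal by at least half of the control window in the single-dose screen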;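 further: plate controls were DMSO wells with enzyme plus substrate for no effect and substrate without enzyme for full effect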
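Test system – LMPTP-A enzyme · Amount – LMPTP-A at 0.625 nM final in the reaction · Buffer or medium – Bis-Tris pH 6.0, DTT, detergent · Reagent – OMFP 400 µM · Doses – single 20 µM dose · Schedule – reaction 50 min, room temperature, dark · Detection – fluorescence intensity of OMFP turnover product · Evaluation – percent inhibition versus substrate-only and uninhibited controls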
Rpn11 block = Rpn11 (PSMD14) deubiquitinase inhibitors, primary screen, biochemical, fluorescence polarization, uHTS | calls only at 20 µM | 26S proteasome non-ATPase regulatory subunit 14 (Homo sapiens), O00487 | hit rate 0.59% among 360,000 | human 26S proteasome, Ub4-pepOG fluorescence polarization; 20S core pre-blocked with epoxomicin;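 active means inhibition at 20 µM, scaled to each plate's controls, above about 33%, limit read from the data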
MsrA inhibitor = bovine MsrA enzyme inhibitors, primary screen, biochemical, absorbance, HTS; Methionine sulfoxide reductase A (Bos taurus); inhibition, % at 15.5 µM; hit rate 0.75% among 360,000; purified bovine MsrA, absorbance read-out; in the data active means inhibition above about 4.5%;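 further: 0% = vehicle wells with enzyme and 100% = reference inhibitor wells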
CSN inh = inhibitors of CSN-mediated cullin deneddylation, primary screen, biochemical, fluorescence polarization, uHTS; COP9 signalosome complex subunit 5 (Homo sapiens), Q92905; Purified CSN, SCF-Nedd8-OG deneddylation; inhibition, % at 12.5 µM; hit rate 0.38% among 360,000; AID 651999, 2013;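 active means pattern-corrected inhibition above about 35%, with an unprinted fluorescence ratio check between 0.5 and 1.5, limit read from the data, passing the limit was not always enough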;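 further: 0% = enzyme with substrate and 100% = substrate without enzyme; some results filed as inactive read as strong as hits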
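Assay system: HEK293T-derived human Csn5 enzyme; quantity: 0.24 nM enzyme; medium: Tris/NaCl/DTT buffer, pH 7.5; also added: substrate SCFSkp2-Nedd8OG, 10 nM; doses: 12.5 µM compound; schedule: 90 min reaction at room temperature; signal: FP; read-out: % inhibition of substrate cleavage by Csn5; benchmarks: substrate-only high control, full reaction low control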
Scp1 inh = Scp-1 phosphatase inhibitors, primary screen, biochemical, colorimetric, uHTS; Carboxy-terminal domain RNA polymerase II polypeptide A small phosphatase 1 (Homo …; Recombinant Scp1, phosphopeptide, malachite green phosphate absorbance; inhibition, % at 20 µM; hit rate 0.88% among 340,000;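 active means inhibition above about 50% at 20 µM, limit read from the data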;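 further: plate controls were DMSO wells with enzyme for no effect and wells lacking enzyme for full effect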
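System: SCP-1 catalytic domain; Reagent: Phospho 17-mer peptide substrate; Doses: one concentration, 20 µM, with 1.0% DMSO; Incubation: 45 min room-temperature reaction, 5 min colour, 30 min stabiliser; Signal: Phosphate-binding colour reagent, absorbance read at 630 nm.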
Numbers without * were called inactive; i = inactive; . = not tested or not shown.

SMILES	STEP block	TbMetRS inhib	DNMT1 inh	NadD inh	SUMO1 PPI mod	LMPTP block	Rpn11 block	MsrA inhibitor	CSN inh	Scp1 inh
Cc1nc(N)ncc1Sc1ccc(Cl)cc1	0	-0.1	3	-5	-3	-0.6	i	-0.5	-9	-10
CC(=O)NCCC(=O)Nc1cc(S(=O)(=O)N2CCCCC2)ccc1Oc1cccc(C)c1	5	0.1	-2	0	4	1.8	i	-0.5	-1	-2
[O-]C(=C(C(=S)Nc1cccc2ccccc12)[n+]1cccc(CO)c1)c1ccc(Cl)s1	2	-0.2	-18	26	-10	2.4	i	-0.6	7	-5
COC(=O)c1cc(NCc2cccs2)ccc1N1CCOCC1	1	-0.6	-6	1	-6	-1.1	i	-0.3	0	-9
O=S(=O)(Nc1nc2ccccc2[nH]1)c1ccccc1	-3	-0.1	-1	8	0	1.0	i	1.6	-2	-13
Cc1noc(C)c1CN(C(=S)NC1CC1)c1ccccc1	2	0.7	3	3	-2	-2.4	i	0.0	-11	-5
CCOc1ccc(/C(O)=C2/C(=O)C(=O)N(c3ncccn3)C2c2ccc(Cl)cc2)cc1 (centres undefined)	7	0.0	-2	18	-18	7.3	i	1.4	1	-13
Cc1cc(NC(=O)CSc2nnc(CNc3ccc(F)cc3)n2C2CCCCC2)no1	0	0.0	3	-1	-1	0.0	i	-0.7	1	-5
Cc1cc(C(=O)O)ccc1-c1ccc(/C=N/n2cnnc2)o1	0	-0.9	4	-1	-19	-0.9	i	9.2*	-1	8
CSc1ccccc1OCc1cc(C(=O)N2CCCC2c2nonc2C)no1 (centres undefined)	-1	0.2	0	-6	2	0.8	i	-0.3	-7	-11
CCOc1ccc(OCC)c(NC(=O)CSc2nc3cccnc3n2C)c1	2	0.0	0	-6	1	-1.7	i	0.4	-6	-5
COc1ccc(OC)c(N(CC(=O)O)S(=O)(=O)c2ccc(OC)c(OC)c2)c1	-4	-1.2	3	3	0	-1.1	i	0.7	-1	-4
CCOC(=O)c1sc(NC(=S)NC(=O)c2ccccc2Cl)c(C(=O)OCC)c1C	0	-1.4	5	1	-1	0.8	i	1.2	4	-3
Cc1ccccc1-c1nnc(SCC(=O)Nc2ccc3c(c2)OCCO3)n1N	-1	-0.6	1	-3	4	-2.3	i	-0.7	0	-7
CCN(CC)CCn1c2ccccc2c2nc3ccc([N+](=O)[O-])cc3cc21	2	0.3	48	-4	1	4.5	i	1.3	9	11
Cc1noc(NS(=O)(=O)c2ccc(NC(=O)c3ccoc3C)cc2)c1C	-2	-1.4	23	-2	12	2.6	i	-1.5	10	19
COC(=O)[C@@]12CCCCN1[C@H](c1ccc(SC3CCCCC3)c(OC)c1)[C@@H]1C(=O)N(C)C(=O)[C@@H]12	3	-0.1	-7	2	4	1.8	i	-0.1	1	-11
CC(=O)N1CCN(C(=O)COC(=O)CNC(=O)c2ccccc2C)CC1	1	0.0	-1	1	3	-0.3	i	-0.3	-7	-5
Cc1nnc(SCc2c(Cl)cccc2Cl)s1	-3	-1.0	2	-4	-3	-2.2	i	0.8	1	-5
COc1ccc(N2C(=O)CSC2c2cccc(F)c2)c(OC)c1 (centres undefined)	-3	0.1	0	-5	-4	-0.4	i	-0.4	1	-8

Retrieved one by one from the list above (3):
SMILES	STEP block	TbMetRS inhib	DNMT1 inh	NadD inh	SUMO1 PPI mod	LMPTP block	Rpn11 block	MsrA inhibitor	CSN inh	Scp1 inh
CCOC(=O)c1sc(NC(=S)NC(=O)c2ccccc2Cl)c(C(=O)OCC)c1C	0	-1.4	5	1	-1	0.8	i	1.2	4	-3
COc1ccc(N2C(=O)CSC2c2cccc(F)c2)c(OC)c1 (centres undefined)	-3	0.1	0	-5	-4	-0.4	i	-0.4	1	-8
[O-]C(=C(C(=S)Nc1cccc2ccccc12)[n+]1cccc(CO)c1)c1ccc(Cl)s1	2	-0.2	-18	26	-10	2.4	i	-0.6	7	-5

(cont.)
SMILES	STEP block	TbMetRS inhib	DNMT1 inh	NadD inh	SUMO1 PPI mod	LMPTP block	Rpn11 block	MsrA inhibitor	CSN inh	Scp1 inh
CCCc1nnc(SCC(=O)N2CCOCC2)n1C	2	-1.2	0	6	2	-1.9	i	0.4	6	-1
CCC(=O)N1CCC1(C)C(=O)Nc1ccc(Cl)c(Cl)c1 (centres undefined)	-1	-0.2	-4	0	16	-1.1	i	0.3	0	.
COc1cc2cc(Oc3ccc4ccc(=O)oc4c3)c(=O)oc2cc1OC1OC(COC(=O)CC(C)(O)CC(=O)O)C(O)C(O)C1O (centres undefined)	-3	0.8	9	9	11	-1.9	i	2.7	9	28
CCN(C(=O)CN1C(=O)NC2(CCc3ccccc32)C1=O)C1CCS(=O)(=O)C1 (centres undefined)	-3	-0.3	2	1	-2	-2.2	i	0.8	-1	-8
CC(C)=CCOc1ccc2c(C)c(CCC(=O)N3C[C@H]4C[C@@H](C3)c3cccc(=O)n3C4)c(=O)oc2c1C	2	-0.6	0	-1	5	1.2	i	0.6	8	.
O=C1OCCC1N1C(=O)c2ccccc2S1(=O)=O (centres undefined)	-1	0.0	0	3	-2	-1.1	i	-0.3	-1	3
Cc1ccc(OCC(=O)N2CCN(C(=O)c3cccc(F)c3)CC2)cc1	10	1.0	0	5	1	-1.3	i	0.9	-10	-7
CCOc1cccc(C(=O)Nc2cccc(C(=O)NCC(C)C)c2)c1	-2	-0.7	0	-2	1	0.1	i	-1.1	-3	-7
COc1ccc(OC)c(N(CC(=O)Nc2cccnc2)S(=O)(=O)c2ccccc2)c1	3	0.7	-3	2	5	1.3	i	0.3	-1	0
O=C(NC(=O)c1cccc(F)c1)OC[C@@H]1CCCN2CCCC[C@H]12	0	-0.4	-4	-2	1	0.4	i	-0.7	0	-10
CCC(=O)Nc1c(C#N)c2nc3ccccc3nc2n1-c1ccccc1C	2	0.3	-20	-1	-17	0.2	i	1.0	-1	-5
CCn1c(SCC(N)=O)nc2c1c(=O)n(C)c(=O)n2C	2	-0.4	1	-2	0	0.2	i	-0.3	-4	-3
O=C(NCCN1C(=O)C2C3C=CC(C3)C2C1=O)Nc1ccc(Br)cc1 (centres undefined)	-2	3.9	2	-4	0	-0.2	i	-0.2	-4	-12
O=C(OCn1ncc(Br)c(Br)c1=O)c1ccccc1Cl	16	-1.0	25	-7	-110	-0.3	i	.	19	-2
O=C(c1c(F)cccc1F)N1CCC(O)(c2ccc(F)cc2)CC1	-1	-1.0	-3	3	2	-0.7	i	0.6	-1	-1
O=C(COC(=O)c1cn(-c2ccccc2)nc1-c1cccs1)NC1CC1	6	-0.2	-7	-2	-1	-0.4	i	-0.1	2	-8
CCN(C(=O)COc1ncnc2sccc12)c1ccccc1	-4	-0.7	1	-7	-1	-1.4	i	-0.3	0	-13
CCCNC(=O)C1CCN(c2nc(C)cc(C)n2)CC1	-2	-0.8	0	-2	0	-1.6	i	0.8	4	10
COc1ccc(NC(=O)Nc2ccc(F)c(Cl)c2)cc1	-4	-0.2	-2	-3	4	-0.3	i	-0.4	2	-3
Cc1c(S(=O)(=O)Nc2ccc3c(c2)OCCO3)cnn1C	9	-0.1	-4	-7	-1	0.7	i	-0.3	-5	-4
COc1cc(NC(=O)c2cccs2)ccc1NC(=O)c1cc2ccccc2o1	-3	-0.7	28	-1	2	-0.8	i	-0.2	6	-5
CCN(CC)CCNC(=O)CNC(=O)c1nn(-c2ccc(OC)c(OC)c2)c(=O)c2ccccc12	3	-0.4	2	-3	-12	0.4	i	-0.9	4	-15
O=C(c1ccccc1NS(=O)(=O)c1cccs1)N1CCCC1	0	-0.4	1	1	2	0.4	i	0.3	-1	-8

Three compounds already listed, sorted by heavy-atom count, ascending.
SMILES	STEP block	TbMetRS inhib	DNMT1 inh	NadD inh	SUMO1 PPI mod	LMPTP block	Rpn11 block	MsrA inhibitor	CSN inh	Scp1 inh
CCC(=O)N1CCC1(C)C(=O)Nc1ccc(Cl)c(Cl)c1 (centres undefined)	-1	-0.2	-4	0	16	-1.1	i	0.3	0	.
O=C(NC(=O)c1cccc(F)c1)OC[C@@H]1CCCN2CCCC[C@H]12	0	-0.4	-4	-2	1	0.4	i	-0.7	0	-10
CCOc1cccc(C(=O)Nc2cccc(C(=O)NCC(C)C)c2)c1	-2	-0.7	0	-2	1	0.1	i	-1.1	-3	-7

Only DNMT1 inh, NadD inh and CSN inh, for some of the entries so far:
compound	DNMT1 inh	NadD inh	CSN inh
COc1ccc(NC(=O)Nc2ccc(F)c(Cl)c2)cc1	-2	-3	2
Cc1c(S(=O)(=O)Nc2ccc3c(c2)OCCO3)cnn1C	-4	-7	-5
